# Screening data from PubChem BioAssay.
# MITF act: MITF TRPM1 promoter activation in melanoma cells; SK-MEL-5 TRPM1-promoter luciferase, 24 h; % of positive control, neutral wells = 0; activation, % at 12.5 µM; actives 0.75% (n = 300,000);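 active means mean activation of at least 80% with every replicate also reaching 80%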;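 further: 0% = neutral control wells and 100% = parthenolide positive control wells; values of inactives mirror those of a sister screen read the other way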
# CAL PDZ FP-1: blocks peptide binding to the human CAL PDZ domain; purified CAL PDZ, TMR-peptide fluorescence polarization, 1 h; AID 602252; inhibition, % at 24.9 µM; actives 0.92% (n = 300,000);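 active means mean inhibition of at least 30% with at least half of replicates also reaching 30%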;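 further: 0% = DMSO neutral control and 100% = excess unlabeled competitor peptide PRC23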
# CAL PDZ FP-2: inhibitors of human CAL PDZ peptide binding | Q9HD26 | purified CAL PDZ, TMR-peptide fluorescence polarization, 1 h | inhibition, % at 20 µM | actives 0.02% (n = 330,000) | AID 504414;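 active means highest replicate inhibition of at least 40%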;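 further: plate controls were DMSO neutral control wells for no effect and unlabeled competitor peptide control wells for full effect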
#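 Material: tagged CAL PDZ protein CerCALP, purified; buffer or medium: sodium phosphate/NaCl buffer pH 7.4 with TCEP, IgG, Thesit; also added: fluorescent TMR peptide probe; schedule: 1 h incubation at room temperature before polarization reading; technique: fluorescence polarization from S- and P-plane intensities, G-factor corrected; control set: unlabelled peptide and DMSO controls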
# dFosB act: mouse delta FosB homodimer activation. P13346. purified delta FosB, TAMRA-CDK5 oligo fluorescence polarization; percent of positive-control signal above neutral wells. activation, % at 25 µM. actives 0.99% (n = 340,000). AID 493131;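 active means mean activation above about 17%, with every replicate also reaching it, limit read from the data, passing the limit was not always enough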;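 further: fluorescence polarization rise as delta FosB binds a TAMRA Cdk5 AP-1 oligo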
# RTF Ca sens act: increases calcium sensitivity of human cardiac regulated thin filaments; activation, % at 7.2 µM; P19429+P45379; IANBD-labeled TnC RTF fluorescence at EC20 calcium; 0% EC20 calcium, 100% full calcium; actives 0.24% (n = 340,000);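 active means activation above the mean over all tested compounds plus 3 SD, cut at about 30% in these data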;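 further: rise in fluorescence read as greater calcium sensitivity of cardiac thin filaments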
# Tat transport: E. coli Tat transport inhibition. inhibition, % at 10 µM. E. coli MC4100 TorA-mCherry Tat export, fluorescence. actives 0.036% (n = 340,000);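 active means mean replicate inhibition at least 50% and at least half of replicates individually reaching 50%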;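 further: exported cargo escapes ClpAP degradation while cytoplasmic cargo is degraded and loses fluorescence; 0% = median of neutral control wells and 100% = median of NaSCN control wells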
# Rtt109 Vps75: blocks Candida albicans Rtt109/Vps75 acetyltransferase activity | purified Rtt109/Vps75, ThioGlo CoA-SH fluorescence, 4 h | Q5AAJ8 | inhibition, % at 34.9 µM | actives 0.16% (n = 330,000);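 active means inhibition of at least 50% in every replicate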
# Target sequence (Q5AAJ8 whole entry, looked up): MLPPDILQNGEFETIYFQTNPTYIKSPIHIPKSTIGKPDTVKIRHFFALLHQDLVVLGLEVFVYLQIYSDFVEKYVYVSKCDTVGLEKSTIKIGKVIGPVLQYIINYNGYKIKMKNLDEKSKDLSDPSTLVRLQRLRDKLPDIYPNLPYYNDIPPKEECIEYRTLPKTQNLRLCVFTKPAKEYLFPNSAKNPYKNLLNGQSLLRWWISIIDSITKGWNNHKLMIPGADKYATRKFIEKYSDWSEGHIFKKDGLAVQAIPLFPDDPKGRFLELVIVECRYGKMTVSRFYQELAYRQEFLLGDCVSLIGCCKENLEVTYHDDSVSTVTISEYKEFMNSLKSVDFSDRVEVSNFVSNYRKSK
# CDK5 inh: inhibitors of human CDK5/p35 kinase; inhibition, % at 10 µM; actives 0.01% (n = 330,000); Q00535+Q15078; Recombinant CDK5/p35, ADP-Glo luminescence, 60 min;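 active means highest replicate inhibition of at least 50% and at least 75% of replicates reaching 50%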;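 further: plate controls were DMSO neutral control for no effect and GW8510 at 10 µM for full effect; many of its hits are not listed in these tables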
# Target sequence (Q00535 whole entry, looked up): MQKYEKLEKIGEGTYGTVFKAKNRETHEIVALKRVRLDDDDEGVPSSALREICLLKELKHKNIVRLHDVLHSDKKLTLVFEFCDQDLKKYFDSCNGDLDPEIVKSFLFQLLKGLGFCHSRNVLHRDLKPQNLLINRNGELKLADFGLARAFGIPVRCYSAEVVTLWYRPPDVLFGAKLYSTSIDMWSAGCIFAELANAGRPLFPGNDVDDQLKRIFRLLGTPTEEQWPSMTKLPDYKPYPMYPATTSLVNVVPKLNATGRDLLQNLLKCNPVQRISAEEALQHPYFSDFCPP
# Target sequence (Q15078 whole entry, looked up): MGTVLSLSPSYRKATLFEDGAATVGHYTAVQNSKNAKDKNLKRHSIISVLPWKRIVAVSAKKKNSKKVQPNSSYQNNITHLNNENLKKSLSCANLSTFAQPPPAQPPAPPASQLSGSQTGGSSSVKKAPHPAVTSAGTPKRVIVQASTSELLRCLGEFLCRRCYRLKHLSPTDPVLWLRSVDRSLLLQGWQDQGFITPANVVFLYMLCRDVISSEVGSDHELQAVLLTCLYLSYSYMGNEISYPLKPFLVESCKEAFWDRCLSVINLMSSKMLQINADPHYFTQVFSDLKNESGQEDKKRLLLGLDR
# Wnt bcat act: activators of Wnt/beta-catenin signaling | Wnt/beta-catenin reporter cell assay, activator, plate reader | activation, % at 9.35 µM | actives 1.2% (n = 300,000); in the data active means activation above about 30%, passing the limit was not always enough;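 further: 0% = neutral control wells and 100% = positive control wells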
# V-ATPase pHluor: regulators of yeast V-ATPase proton transport | S. cerevisiae, pHLuorin cytosolic pH fluorescence | response, % at 10 µM | actives 0.37% (n = 350,000) | AID 504577; in the data active means response mostly above about 7.3%, no sharp cut-off; inactive means mostly below about 5.4%; further: actives read high; inactives centre near 0; some compounds called inactive have numbers as strong as hits
# * = called active by the depositor; . = not tested or not shown; + = active, no number.
# Values in the order: MITF act	CAL PDZ FP-1	RTF Ca sens act	CDK5 inh	Wnt bcat act	CAL PDZ FP-2	Tat transport	V-ATPase pHluor	Rtt109 Vps75	dFosB act
1	Cc1cc(NC(=O)c2cccs2)cc(-c2nc3ncccc3o2)c1O
 : 5.0	-1.2	1.9	-1.5	-0.9	-1.0	-4.6	-2.5	-1.2	-7.1
2	Cc1ccc(C(=O)N[C@H](C(=O)Nc2ccc(N3CCOCC3)cc2)C(C)C)cc1
 : -17.0	-5.4	4.2	0.3	1.9	0.9	4.9	-1.8	10.5	2.5
3	CCc1cc(C(=O)NCC(c2cccs2)N2CCOCC2)sc1C (stereo unspecified)
 : -0.3	-2.0	7.8	-6.0	0.6	-1.7	15.5	-3.5	1.6	-1.6
4	Cn1c(=O)c2c(-c3ccccc3)n(N3CCOCC3)cc2n(C)c1=O
 : -7.6	-3.0	-5.3	-0.2	.	-0.1	8.5	1.6	5.9	1.9
5	Cc1ccc(S(=O)(=O)c2c(C)nn(C(C)(C)C)c2OC(=O)CC(C)C)cc1
 : 7.5	-6.0	-2.2	2.1	-2.8	0.4	8.4	2.0	-4.5	-10.8
6	CCc1[nH]c(=O)[nH]c1C(C)S(=O)(=O)c1ccc(C)cc1 (stereo unspecified)
 : 12.9	1.1	-3.0	-1.0	3.2	.	6.4	22.6	-9.0	-2.6
7	COc1cc(C(=O)NNC(=O)/C=C/c2ccccc2)cc(OC)c1OC
 : 5.6	-0.7	-5.4	0.6	6.3	-1.6	-1.9	3.4	12.0	-2.3
8	CCOC(=O)CSC1=C(C#N)C(c2ccc(C)s2)CC(=O)N1 (stereo unspecified)
 : -12.4	-3.2	-1.7	-2.0	-7.1	-3.5	4.1	2.0	-3.2	-11.2
9	COC(=O)c1ccc(CN(c2ccccc2Cl)S(C)(=O)=O)cc1
 : 2.4	-3.7	-2.1	-0.4	-0.4	0.2	-8.9	0.6	8.2	-4.7
10	COc1ccc(-c2c(NC(=O)c3ccco3)oc3c(C)cccc3c2=O)cc1
 : 4.6	-2.7	1.6	-0.3	-0.9	-3.1	-12.7	-0.8	2.6	-12.9
11	COc1ccc(-c2nc(CS(=O)CC(=O)NCc3ccc(Cl)cc3)c(C)o2)cc1OC (stereo unspecified)
 : -7.5	-2.8	-2.7	1.3	-2.9	-3.8	-2.0	-1.7	-3.4	-16.3
12	Cc1ccc(-c2nn3nnnc3c3ccccc23)cc1
 : -7.9	-0.9	5.1	-1.0	-0.6	.	-0.8	0.7	-6.7	8.0
13	CSc1cnc2c(N)nc(N(C)C)nc2n1
 : 8.5	-2.7	0.4	.	13.2	-0.7	0.1	2.6	-7.5	0.1
14	COc1ccc(-c2ccc(SCC(=O)N3c4ccccc4CC3C)nn2)cc1OC (stereo unspecified)
 : 32.3	-1.1	7.9	-1.4	.	-1.4	4.5	1.9	-1.9	-16.0
15	CN(C)C(=O)N=NC(=O)N(C)C
 : -18.2	-22.1	8.8	-3.6	5.4	0.5	-2.5	3.3	-22.8	5.3
16	Cc1ccccc1NC(=O)Nc1ccccc1C(=O)NCc1ccccc1
 : 3.7	-1.0	-3.6	0.1	-1.1	.	-2.9	2.9	-5.1	12.5
17	CS(=O)(=O)N(CC(=O)Nc1cccc(Cl)c1)c1ccccc1Cl
 : .	1.2	3.8	-1.0	.	-2.8	-2.1	3.8	.	-3.3
18	O=C(CCNS(=O)(=O)c1cccs1)N1CCN(c2cccc(C(F)(F)F)c2)CC1
 : 0.9	6.1	-2.0	0.7	-0.7	-0.8	5.6	-0.5	-4.3	-5.2
19	N#Cc1cccc(C(=O)Nc2cccc(S(=O)(=O)N3CCCC3)c2)c1
 : 2.1	-2.6	-5.6	0.6	1.0	-2.1	-0.2	2.9	-5.6	-8.2
20	O=C(NC1CCCCC1)C(c1ccc2ncccc2c1)N(Cc1cccs1)C(=O)c1cccs1 (stereo unspecified)
 : -10.5	-3.7	4.4	-2.3	.	-1.2	1.0	0.1	10.8	4.9
21	OC[C@@H](O)[C@@H](O)[C@H](O)[C@H](O)CO
 : 0.5	4.6	14.1	-1.2	-3.4	0.5	3.6	3.9	1.1	-5.2
22	COc1ccnc(N2CCN(c3ccccc3)CC2)c1C#N
 : 37.5	-3.3	-7.5	-0.9	0.7	-1.2	2.4	0.3	4.0	-7.5
23	CCc1noc(C)c1C(=O)Nc1cc(C(F)(F)F)ccc1-n1cncn1
 : -3.8	-12.5	-2.2	0.2	-0.6	-2.5	7.2	-0.6	-6.9	1.1
24	CCn1c(SCC(=O)Nc2nccc(C)n2)nc2ccccc21
 : -0.2	-0.9	6.2	-2.7	2.0	1.3	3.2	2.5	-1.0	-3.2
25	C=C(C)Cn1c(SCC(=O)O)nnc1-c1ccc(OC)cc1
 : .	-2.1	2.8	-4.4	.	-1.0	14.7	-1.4	-18.7	2.8
26	CCOC(=O)N1CCN(C(=O)c2cn(C)c3ccc(S(=O)(=O)N(CC)CC)cc3c2=O)CC1
 : -13.8	-1.1	-0.3	1.6	0.1	-0.4	-6.3	-0.9	-7.1	0.8
27	CC#Cc1cc2c(cc1O)CCC1C2CCC2(C)C(O)CCC12 (stereo unspecified)
 : 0.1	0.8	3.6	0.0	-4.8	-0.1	0.9	1.2	3.3	-8.0
28	CCC(N=c1cc(-c2ccc(OC)c(OC)c2)oc2ccc(C)cc12)C(=O)O (stereo unspecified)
 : 3.9	-4.4	-0.3	-4.6	10.1	-0.7	-3.5	0.5	-0.1	-19.0
29	NC(=O)C1CC(=O)N(c2ccc(OCC(=O)NCc3ccccc3)cc2)C1 (stereo unspecified)
 : 4.9	-3.1	-1.5	0.0	0.7	-3.0	-4.7	0.4	-9.3	-6.7
30	C/C(=C/C(=O)Nc1cccc(F)c1)N1CCCC1
 : -2.4	-4.6	3.2	-4.0	13.8	-2.5	4.1	-1.1	3.5	-8.7
31	COC(=O)/C=c1\sc2n(c1=O)C(C)=CC(C)(C)N=2
 : 2.4	-0.4	6.7	-0.9	-3.0	0.6	-2.0	2.9	-19.3	-3.8
32	O=C(NCCN1C(=O)CCC1=O)c1ccncc1
 : 13.4	-0.4	4.5	-1.5	-1.4	-0.8	-6.5	1.1	0.3	0.1
33	Cc1cc(=O)n2c3ccccc3n(C)c2n1
 : .	-0.9	-6.9	1.4	-0.4	2.0	-17.8	-1.8	-3.0	-2.0
34	Cc1ccccc1C(=O)NC(NCc1ccco1)C(Cl)(Cl)Cl (stereo unspecified)
 : 18.4	-1.9	-7.2	0.9	-3.3	-0.4	1.3	-0.2	-0.2	-0.6
35	O=C(N/N=C/c1ccco1)c1ccc(C(=O)N/N=C/c2ccco2)o1
 : 10.7	8.0	-3.5	-0.3	1.3	-2.1	0.6	4.7	5.5	-43.4
36	O=C(CCCC(=O)N1CCCc2ccccc21)N1CCCc2ccccc21
 : .	-2.1	1.7	-1.6	-4.5	-2.3	4.9	0.2	-2.1	-0.2
37	CC(=O)OCCn1c2nc(=O)[nH]c(=O)c-2nc2cc(C)c(C)cc21
 : .	2.2	+	1.6	-1.2	0.2	0.9	-22.0	6.3	-6.9
38	Clc1ccc(CSC2=NCCCN2)cc1Cl
 : 2.3	0.9	4.3	-0.3	.	-0.1	-5.7	1.6	-46.7	-1.6
39	CC(C)(C)Cc1nc(-c2ccc(Cl)cc2)no1
 : 35.9	.	2.6	-1.0	-0.4	-0.6	9.6	-1.9	1.9	0.5
40	Cc1ccc(S(=O)(=O)N2CCC(=O)N(CCOCc3cccc(C(F)(F)F)c3)CC2)cc1
 : 5.3	1.3	-0.3	-0.8	-1.9	-0.1	12.0	-4.7	-4.4	-19.0
41	CCOC(=O)CSC1=C(C#N)C(c2ccc(F)cc2)C(C(C)=O)=C(C)N1 (stereo unspecified)
 : 6.9	1.5	-5.2	-0.1	.	-1.3	7.3	2.6	5.8	-11.2
42	COc1ccccc1/C=N\NC(=O)c1ccc(COc2ccc(C)c(C)c2)o1
 : .	16.5	3.8	-0.2	-0.1	-1.9	-6.4	-1.5	-5.0	11.2
43	O=C(c1ccc([N+](=O)[O-])cc1)N(Cc1ccc(Br)cc1)N1C(=O)CCCC1=O
 : 1.1	0.0	-3.4	-0.4	.	-3.0	0.3	-1.6	27.5	-10.9
44	CCNc1nc(SC(C)C(=O)OC)nc(N(C)C)n1 (stereo unspecified)
 : 0.6	11.2	-3.5	1.5	13.6	1.2	2.3	-3.0	2.1	-9.5
45	N#C/C(=C\c1c[nH]c2ccccc12)c1nnc2n1CCCCC2
 : 18.4	-3.8	2.4	-0.7	.	-3.3	-1.0	-1.8	9.6	-3.5
46	COc1ccc(NC(=O)CCNS(=O)(=O)c2cc(Br)ccc2Br)cc1S(N)(=O)=O
 : -7.6	-1.3	1.8	-2.2	-1.9	-1.3	11.6	-2.4	-0.9	-0.5
47	NC(=O)COC(=O)CNC(=O)c1cc(Cl)cc([N+](=O)[O-])c1
 : 5.6	4.6	7.3	1.5	-0.8	0.0	-5.4	0.9	0.0	-6.6
48	Nc1ccccc1N1CCOCC1
 : .	.	7.5	2.6	-1.4	-0.7	6.3	2.1	6.7	-6.5
49	CCOc1ccc2c(c1)C(c1ccc(C)o1)=NNC(c1ccncc1)=N2
 : -21.0	-6.0	1.1	-2.3	-2.5	-0.3	-1.2	-0.6	8.6	-7.8
50	C/C(=N\NC(=O)c1ccc(Br)cc1)c1cccnc1
 : 24.3	-2.3	6.4	0.0	3.9	0.1	-1.6	1.9	2.9	-5.6
51	O=C(Nc1ccccn1)c1ccc(Cl)c(S(=O)(=O)N2CCCC2)c1
 : 41.4	4.2	1.6	0.5	2.8	-2.7	0.7	-0.5	-3.8	-8.6
52	Cc1cccc(NS(=O)(=O)c2ccc(C(=O)NCC(c3ccco3)N(C)C)cc2)c1C (stereo unspecified)
 : -5.2	-2.1	1.5	1.4	-0.8	-2.6	2.6	1.0	.	-4.4
53	O=S(=O)(c1cccs1)N1CCN(Cc2nc3ccccc3s2)CC1
 : .	0.1	4.2	1.0	36.1*	-2.2	8.5	-6.0	2.7	-5.1
54	Cc1ccc(C)c(NC(=O)CN(C)C(=O)c2cc([N+](=O)[O-])ccc2N2CCOCC2)c1
 : -0.1	.	-8.5	1.3	-4.5	-1.2	-8.9	4.8	12.0	-5.3
55	O=C(CS(=O)CC(=O)N(c1cccc(F)c1)C(C(=O)NC1CCCCC1)c1ccco1)Nc1ccc(F)cc1 (stereo unspecified)
 : -15.3	1.8	-1.3	1.2	.	-0.6	-0.8	1.0	3.8	-13.2
56	O=S(=O)(c1ccc2c(c1)OCCO2)C1CCC(S(=O)(=O)c2c(F)cccc2F)CC1 (stereo unspecified)
 : -19.6	-4.1	1.6	0.0	5.7	-0.6	-0.7	-1.8	2.3	-5.9
57	N#Cc1c(-c2ccccc2)c(-c2ccccc2)nn(CC(=O)NNC(=O)Nc2ccc(Cl)cc2)c1=O
 : .	.	.	0.3	-1.4	0.7	-7.8	0.2	6.1	-2.1
58	COc1cccc(-c2nnc(NC(=O)c3ccco3)s2)c1
 : 57.9	6.0	1.7	0.4	35.4*	-2.1	-2.8	0.8	3.4	-4.7
59	CCCCC(=O)NC(=S)NNS(=O)(=O)c1ccccc1
 : 10.1	-4.3	6.2	1.3	.	1.2	-9.1	17.7	-2.0	-2.9
